MBD2 inh: inhibitors of MBD2 binding to methylated DNA, primary screen, biochemical, TR-FRET, DNA-binding domain, human; Methyl-CpG-binding domain protein 2 (Homo sapiens), Q9UBB5; MBD2 binding to methylated oligonucleotide; inhibition, % at 4.4 µM; hit rate 0.31% among 370,000; AID 686964, 2013; in the data active = inhibition above about 13%
mABHD4 FP: ABHD4 inhibitors, primary screen, biochemical, fluorescence polarization, mouse; purified mABHD4, FP-Rh probe fluorescence polarization; inhibition, % at 8.92 µM; hit rate 0.54% among 370,000; AID 720543, 2013;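 active = inhibition exceeding the mean over every tested compound plus 3 SD, cut at about 30% in these data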;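 note: 0% = plate median of compound wells and 100% = S159A mutant with DMSO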
Target sequence (Q8VD66 whole entry, looked up): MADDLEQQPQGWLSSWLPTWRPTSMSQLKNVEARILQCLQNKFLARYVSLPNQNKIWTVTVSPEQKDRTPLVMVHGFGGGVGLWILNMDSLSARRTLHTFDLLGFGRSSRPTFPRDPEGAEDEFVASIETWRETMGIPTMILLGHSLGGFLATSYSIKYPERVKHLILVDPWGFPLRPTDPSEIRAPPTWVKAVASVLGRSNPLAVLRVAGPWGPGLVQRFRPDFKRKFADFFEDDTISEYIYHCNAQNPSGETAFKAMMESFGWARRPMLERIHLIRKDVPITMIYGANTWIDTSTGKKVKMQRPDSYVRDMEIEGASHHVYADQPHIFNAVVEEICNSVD
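Doses – 8.92 µM, single dose · Material – wild-type mouse ABHD4 protein · Replication – single well per compound (singlicate) · Measure – percent inhibition of probe binding, normalized to plate controls · Schedule – 45 min compound pre-incubation plus 60 min probe step, 25 °C · Detection – fluorescence polarization with parallel and perpendicular emission, 525/598 nm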
TCR-CD3 inh: inhibitors of human TCR-CD3 interaction, primary screen, biochemical, fluorescence, TAMRA-labeled TCR probe; inhibition, % at 9.4 µM; hit rate 0.37% among 360,000; T-cell receptor (TCR); in the data active = inhibition above about 19%;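 note: recombinant mutant TCR 2C K166C tagged with TAMRA read by polarization; 0% = receptor in buffer alone and 100% = receptor with positive control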
HTRA1 inhibitor: HTRA1 serine protease inhibitors, primary screen, biochemical, fluorescence polarization, HTS; Q92743; recombinant HTRA1, FP-rhodamine activity-based probe; inhibition, % at 5.96 µM; hit rate 0.5% among 340,000; AID 504803, 2011; in the data active = inhibition above about 36%;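 note: 0% = enzyme with DMSO and 100% = wells lacking enzyme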
Target sequence (Q92743 whole entry, looked up): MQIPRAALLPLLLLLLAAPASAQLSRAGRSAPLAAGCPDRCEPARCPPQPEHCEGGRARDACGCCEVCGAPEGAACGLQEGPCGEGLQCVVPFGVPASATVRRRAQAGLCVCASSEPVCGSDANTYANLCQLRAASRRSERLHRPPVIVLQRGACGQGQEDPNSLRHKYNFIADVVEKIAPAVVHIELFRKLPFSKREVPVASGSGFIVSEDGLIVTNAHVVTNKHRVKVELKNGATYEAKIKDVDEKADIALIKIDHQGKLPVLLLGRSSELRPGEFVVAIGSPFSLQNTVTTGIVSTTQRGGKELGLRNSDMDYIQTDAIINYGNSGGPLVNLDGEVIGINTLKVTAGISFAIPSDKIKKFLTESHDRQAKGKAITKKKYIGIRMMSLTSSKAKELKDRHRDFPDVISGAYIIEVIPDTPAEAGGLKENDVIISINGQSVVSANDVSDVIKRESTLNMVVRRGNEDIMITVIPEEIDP
rCAG RNA binder: binders of r(CAG) RNA repeats, primary screen, biochemical, fluorescence; r(CAG) RNA repeat, TO-PRO-1 dye displacement fluorescence; inhibition, % at 3 µM; hit rate 1.3% among 370,000;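 active = inhibition above the plate cutoff, the mean of all test compounds on that plate plus 3 SD, cut at about 35% in these data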;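 note: 0% = DMSO alone and 100% = 100 µM mitoxantrone as full dye displacement; higher means more dye released from RNA so lower well fluorescence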
NR1D1 modulator: modulators of Rev-erb alpha DNA binding, primary screen, biochemical, FITC-DNA, fluorescence polarization, uHTS | Rev-erbα–FITC-DNA binding, 90 min | activity, % at 10 µM | Nuclear receptor subfamily 1 group D member 1 (Homo sapiens), P20393 | hit rate 0.79% among 370,000;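 active = activity above about 14%, limit read from the data; passing the limit was not always enough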;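 note: 0% = DMSO wells with 35 nM protein and 100% = DMSO wells with 750 nM protein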
UHRF1 MBD2 ctr: UHRF1 methylated DNA binding inhibitors, primary screen, counter-screen for MBD2 inhibitor project, biochemical, TR-FRET, human UHRF1, single concentration; inhibition, % at 4.4 µM; hit rate 0.75% among 370,000; UHRF1 binding to methylated oligo; in the data active = inhibition above about 21%;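 note: UHRF1 SRA domain binding a hemimethylated CpG hairpin DNA probe; 0% = median of test compound wells and 100% = reference inhibitor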
PRMT1 FP inh: PRMT1 methyltransferase inhibitors, primary screen, biochemical, fluorescence polarization. Protein arginine N-methyltransferase 1 (Homo sapiens), Q99873. hit rate 1.3% among 370,000. recombinant PRMT1, activity-based probe fluorescence polarization. AID 652257, 2013. inhibition, % at 2.79 µM;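 active = inhibition above about 21% made by adding two undisclosed values, limit read from the data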
PG9 binder: binders of HIV-1 gp120 antibody PG9, primary screen, biochemical, TR-FRET. HIV-1 gp120 / PG9 antibody interaction. TR-FRET gp120-PG9 antibody binding. inhibition, % at 6.7 µM. hit rate 0.43% among 360,000; in the data active = inhibition above about 8.5%
LEDGF integ inh: blockers of LEDGF/p75-dependent integrase strand transfer – biochemical, TR-FRET, high throughput, primary screen; HIV-1 integrase (with human LEDGF/p75); TR-FRET IN-LEDGF/p75 DNA integration, Eu/Cy5; inhibition, % at 3.7 µM; hit rate 0.64% among 370,000; AID 743269, 2014;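 active = inhibition above the screen-wide mean plus 3 SD, cut at about 13% in these data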;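 note: signal is the Cy5 over europium emission ratio at 671 and 618 nm; 0% = plate median of compound wells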
Active calls of the source: *; / = no result given. This is a subset; count on the stated rates, not on these rows.

The first 2 records (preview)
Order of results – MBD2 inh, mABHD4 FP, TCR-CD3 inh, HTRA1 inhibitor, rCAG RNA binder, NR1D1 modulator, UHRF1 MBD2 ctr, PRMT1 FP inh, PG9 binder, LEDGF integ inh
- Cc1onc(CO)c1C(=O)Nc1nccs1
  -3, 2, -1, 7, 1, -1, 0, -2, -0.9, -4
- C[N+]1=C2CCCCCN2C(O)(c2ccccc2)C1 (stereo unspecified)
  -2, 4, 2, -8, -2, -1, 2, 1, -2.1, 4

Results (from the top)
Order of results – MBD2 inh, mABHD4 FP, TCR-CD3 inh, HTRA1 inhibitor, rCAG RNA binder, NR1D1 modulator, UHRF1 MBD2 ctr, PRMT1 FP inh, PG9 binder, LEDGF integ inh
- Cc1onc(CO)c1C(=O)Nc1nccs1
  -3, 2, -1, 7, 1, -1, 0, -2, -0.9, -4
- C[N+]1=C2CCCCCN2C(O)(c2ccccc2)C1 (stereo unspecified)
  -2, 4, 2, -8, -2, -1, 2, 1, -2.1, 4
- COc1cc(C(=O)Nc2cccc(S(=O)(=O)N3CCCC3)c2)c([N+](=O)[O-])cc1OC
  -6, -2, -3, -1, 8, -9, -1, 0, 1.7, 1
- Cc1ccc(OCC(=O)NNC(=O)c2cc(S(=O)(=O)N(C)C)ccc2N2CCCC2)cc1
  4, 1, -6, 3, 4, -7, 3, 3, -0.2, -2
- COc1cc(NC(=O)c2ccccc2F)c(OC)cc1NC(=O)CN1CCOCC1
  7, 5, 0, -6, -6, -4, 2, 6, 0.1, -4
- COc1ccc(OC)c(NC(=S)N2CCN(C/C=C/c3ccccc3)CC2)c1
  -6, -1, 1, 9, -2, 10, 0, -3, -1.5, -4
- OCCC1CN(CC#Cc2ccccc2)CCN1C1CCCC1 (stereo unspecified)
  6, 10, -7, 3, -3, 6, 0, 2, -0.1, -1
- O=C(CSc1nnc(-c2ccco2)o1)c1ccccc1
  -3, 2, 3, -6, 19, 0, 0, 19, -3.1, 3
- O=c1[nH]cnc(O)c1C(c1ccc([N+](=O)[O-])cc1)c1c(O)nc[nH]c1=O
  3, 4, 1, 3, -2, 4, 0, 2, 0.3, -4
- CN(Cc1nccn1C)C(=O)CC1C(=O)NCCN1Cc1cccc(Oc2ccccc2)c1 (stereo unspecified)
  3, 1, 3, -2, -6, -2, -4, -3, -2.9, 1
- Oc1ccc(/C=N/N(c2ccccc2)c2ccccc2)cc1O
  3, 42*, 1, 57*, 29, -2, 1, 18, -1.0, 2
- Cc1ccccc1NC(=O)c1cc(S(=O)(=O)N2CCCCC2)ccc1N1CCOCC1
  2, 3, 2, -4, 1, -2, -2, 0, -0.9, 5
- CCn1c(O)c(C=NCCN2CCOCC2)sc1=S
  -2, -5, -3, 3, -1, 2, -2, 0, 0.7, 0
- COc1c(F)c(F)c(C(=O)Nc2ccccc2N2CCN(C(C)=O)CC2)c(F)c1F
  0, 10, 0, 17, 2, -1, 0, 1, -1.8, 0
- CCO/C(C)=C1\N=C(c2ccc(Cl)cc2)OC1=O
  7, 1, 0, -2, 2, -1, -2, -5, -0.9, 0
- Cc1cc(NC(=O)c2cncc(Br)c2)n(-c2ccccn2)n1
  0, 2, -7, -2, -1, -4, 1, 3, 0.3, -1
- Cc1ccc(NC(=S)N2CCCCCC2)c(C)c1
  4, -8, 0, 3, 0, -3, 6, 3, 3.0, 1
- COc1ccc(-c2csc(NC(=O)CN3C(=O)C4CCCCC4C3=O)n2)cc1OC (stereo unspecified)
  -4, 0, -11, -6, 4, 0, 2, -3, 1.5, 0
- COC(=O)c1sc(NC(=O)c2oc3ccccc3c2C)nc1C
  -1, -2, 5, -1, 4, 2, 2, -2, 0.4, -2
- CCc1nnc(N2C(=O)c3ccc(Oc4ccc([N+](=O)[O-])cc4)cc3C2=O)s1
  -2, 8, 10, -6, 25, 1, 3, -1, -0.3, 4
- Cc1ccc(F)c(NC(=O)C2CCCCC2C(=O)O)c1 (stereo unspecified)
  -2, 1, 0, 0, 0, -2, 1, 1, 0.5, 0
- O=C(CSc1ncc(C(F)(F)F)cc1Cl)N1CCN(S(=O)(=O)c2ccccc2)CC1
  -6, -8, 4, -7, 0, -4, 1, 0, -0.6, -4
- CCCCn1c(NCCC)nc2c1c(=O)[nH]c(=O)n2C
  5, 9, -2, 8, 3, -1, -1, -2, -2.0, -1
- COc1ccc(C(=O)NC(=S)NCc2ccccc2)cc1
  -4, -9, 2, -12, -3, 6, -3, 3, -0.6, 0
- COc1ccc(CNC(=O)CCn2nc(C)c3c(C)n(-c4ccccc4)nc3c2=O)c(OC)c1
  -5, -5, -3, -4, -2, -2, -1, -4, -0.2, -1
- Cc1onc(-c2c(F)cccc2Cl)c1C(O)c1ccc(F)cc1 (stereo unspecified)
  -1, -4, 3, /, -3, 1, 1, 0, -1.8, 2
- CC(=O)c1cccc(NC(=O)C2Cc3c(-c4ccccc4Oc4ccccc4)ccnc3O2)c1 (stereo unspecified)
  -1, -3, 0, /, 11, 0, 0, 3, 1.9, -2
- O=C(OCCCOC(=O)c1ccccc1O)c1ccccc1O
  -4, -2, 0, /, -3, -2, -2, -1, -1.5, 2
- Cn1cc(SCC(=O)NC2CCCCC2)c2ccccc21
  -2, 3, 1, 5, -10, 2, 2, 0, -0.9, 5
- CNc1ccc(-c2ccccc2OC)cn1
  -1, 0, -4, /, 3, 4, 1, -1, 0.7, -1
- CSc1ccc(-c2sc(Nc3cccc4ccccc34)n[n+]2-c2ccccc2)cc1
  4, 3, 0, -34, 8, 0, 6, 5, -1.1, 1
- CC1(C)CC(=O)CC(=NCC(=O)O)C1
  -8, 4, 0, -2, -1, 0, -9, -2, -1.4, 0
- COC(=O)c1cn(NC(=O)c2cccc(N(C)C)c2)c(=O)c2ccccc12
  -6, -6, -8, 0, 11, -2, 2, 2, -0.6, 4
- COc1cccc(CNC(=O)Cn2cc3c(n2)CCCC3)c1
  2, 0, -3, 0, -5, -2, 0, 3, -1.3, -4
- Cc1ccc(NC(=O)C(C)OC(=O)COc2cccc(C(F)(F)F)c2)cc1S(=O)(=O)N1CCOCC1 (stereo unspecified)
  -6, -3, 2, -9, 3, 2, -3, 3, -1.9, 0
- Cc1csc(NC(=O)c2ccc(COc3ccc(Cl)c(Cl)c3)o2)n1
  0, 4, /, /, 5, 1, -1, 2, /, -3
- Cc1sc(NC(=O)CSc2nnnn2C(C)C)c(C#N)c1C
  -6, -6, -6, -3, 3, 8, -1, -5, 1.6, 3
- COc1ccccc1CNC(=O)CSc1ccc(C(=O)Nc2ccccc2OC)cc1[N+](=O)[O-]
  4, 6, -1, 3, 6, -2, -2, -3, -1.6, 1
- COc1ccc(C(=O)COC(=O)CCCn2c(=O)oc3ccccc32)cc1
  2, -1, 2, -6, -3, -7, -1, -1, -3.2, 1
- O=C(O)CCc1ccc(-c2ccc(Cl)cc2)o1
  1, 5, 2, 1, 3, 7, -3, 19, -1.1, -1
- O=C(Nc1cccc2ncccc12)c1cc2ccccc2o1
  6, -12, 1, -2, 5, 4, 1, 2, 1.0, 3
- CC1=C(C(=O)N2CCOCC2)CC(CC(=O)NCc2ccco2)C(=O)N1Cc1ccc(F)cc1 (stereo unspecified)
  2, 7, 6, 4, 2, -1, 4, 0, -1.9, 2
- COC(=O)Cn1cc(S(=O)(=O)NCc2ccc(C)cc2)c2cc([N+](=O)[O-])ccc21
  -2, -6, 0, 2, 4, 4, 1, 1, -1.6, 2
- CC(=O)N1c2ccccc2NC(=O)C1(C)C
  3, 5, -3, 2, -1, 9, -5, -2, 2.2, -2
- COc1cc(NC(=S)NC(=O)c2ccco2)ccc1NC(=O)C(C)C
  -3, 2, -10, 3, -4, -2, 0, 8, 0.8, 0
- COc1ccc(CC2(CO)CCN(S(=O)(=O)N(C)C)CC2)cc1
  2, -5, 1, 4, -6, -1, -2, 0, -1.7, 2
- COCCN(C(=O)c1csnn1)C(C(=O)NC(C)(C)C)c1cccc(OC)c1 (stereo unspecified)
  -1, 6, 0, 1, -5, 5, 0, -3, -1.1, 0
- CC(C)C1CC(CCN)(Cc2ccccc2)CCO1 (stereo unspecified)
  -3, 1, 9, /, 8, 5, -1, -3, -0.6, 1
- Cc1ccccc1-n1nc(-c2cccnc2)cc1C(=O)NN
  1, 7, 4, -13, 0, -3, -2, -3, -0.7, 0
- CC(C)(C)c1nc2ccc([N+](=O)[O-])cc2[nH]1
  -3, 2, 4, -6, 0, -2, -3, 0, -0.5, 0

Four of the compounds above, field by field.
CCc1nnc(N2C(=O)c3ccc(Oc4ccc([N+](=O)[O-])cc4)cc3C2=O)s1
  MBD2 inh = -2	mABHD4 FP = 8	TCR-CD3 inh = 10	HTRA1 inhibitor = -6	rCAG RNA binder = 25	NR1D1 modulator = 1	UHRF1 MBD2 ctr = 3	PRMT1 FP inh = -1	PG9 binder = -0.3	LEDGF integ inh = 4

Cc1ccc(F)c(NC(=O)C2CCCCC2C(=O)O)c1 (stereo unspecified)
  MBD2 inh = -2	mABHD4 FP = 1	TCR-CD3 inh = 0	HTRA1 inhibitor = 0	rCAG RNA binder = 0	NR1D1 modulator = -2	UHRF1 MBD2 ctr = 1	PRMT1 FP inh = 1	PG9 binder = 0.5	LEDGF integ inh = 0

O=C(CSc1ncc(C(F)(F)F)cc1Cl)N1CCN(S(=O)(=O)c2ccccc2)CC1
  MBD2 inh = -6	mABHD4 FP = -8	TCR-CD3 inh = 4	HTRA1 inhibitor = -7	rCAG RNA binder = 0	NR1D1 modulator = -4	UHRF1 MBD2 ctr = 1	PRMT1 FP inh = 0	PG9 binder = -0.6	LEDGF integ inh = -4

CCCCn1c(NCCC)nc2c1c(=O)[nH]c(=O)n2C
  MBD2 inh = 5	mABHD4 FP = 9	TCR-CD3 inh = -2	HTRA1 inhibitor = 8	rCAG RNA binder = 3	NR1D1 modulator = -1	UHRF1 MBD2 ctr = -1	PRMT1 FP inh = -2	PG9 binder = -2.0	LEDGF integ inh = -1

Continuation.
Order of results – MBD2 inh, mABHD4 FP, TCR-CD3 inh, HTRA1 inhibitor, rCAG RNA binder, NR1D1 modulator, UHRF1 MBD2 ctr, PRMT1 FP inh, PG9 binder, LEDGF integ inh
- O=Cc1c(NCCN2CCCC2)c2ccccc2[nH]c1=O
  2, -7, 4, 1, 1, -5, -4, -6, -2.5, 5
- COc1ccc(S(=O)(=O)Nc2cccc(N(C)S(C)(=O)=O)c2)cc1C
  1, 7, -4, 4, 1, 1, 6, 0, 0.6, -2
- O=C1Nc2ccccc2-n2nnnc2C1N1CCN(c2ccc(F)cc2)CC1 (stereo unspecified)
  -1, 1, -1, /, 2, 0, -1, -1, 1.6, -3
- CCc1ccc(C2N3CC4([N+](=O)[O-])CN2CC([N+](=O)[O-])(C3)C4(C)C)cc1 (stereo unspecified)
  3, 11, -7, 2, -2, 3, 4, 0, -0.3, -2
- CCOC(=O)C1=C(C)NC2=C(C(=O)OC2)C1c1ccccc1 (stereo unspecified)
  -6, -8, -5, 4, -1, 5, 0, -5, -2.2, 12

Screens (PubChem)
